# High-throughput results from PubChem BioAssay.
# Mtb UGM inh: inhibitors of M. tuberculosis UDP-galactopyranose mutase. P9WIQ1. purified UGM, fluorescence polarization probe displacement. inhibition, % at 10 µM. 320,000 compounds, 0.06% hits. AID 504406; in the data active = inhibition above about 10%, passing the limit was not always enough; inconclusive = no clear call, values can overlap the other calls
# Target sequence (P9WIQ1 whole entry, looked up): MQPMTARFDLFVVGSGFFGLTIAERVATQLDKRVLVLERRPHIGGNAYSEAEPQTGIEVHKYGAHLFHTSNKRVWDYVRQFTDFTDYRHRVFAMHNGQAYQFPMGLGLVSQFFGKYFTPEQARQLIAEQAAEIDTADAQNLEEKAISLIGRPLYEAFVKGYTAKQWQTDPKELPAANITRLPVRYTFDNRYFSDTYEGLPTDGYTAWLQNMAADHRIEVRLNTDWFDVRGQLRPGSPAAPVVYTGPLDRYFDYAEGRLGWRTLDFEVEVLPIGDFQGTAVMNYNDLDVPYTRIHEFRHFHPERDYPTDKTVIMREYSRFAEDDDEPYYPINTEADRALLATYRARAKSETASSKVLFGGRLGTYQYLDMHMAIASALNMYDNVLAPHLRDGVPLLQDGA
# BoNT-F LC inh: inhibitors of Botulinum neurotoxin F light chain protease | Multiplex microsphere protease cleavage assay, flow cytometry | inhibition, % at 10 µM | 360,000 compounds, 0.22% hits | AID 588497; in the data active = inhibition above about 35%, passing the limit was not always enough; inconclusive = no clear call, values can overlap the other calls; note: plate controls were buffer without enzyme for full effect and enzyme alone for no effect
# GDH-TPI counter: GDH-TPI coupled enzyme inhibition counter-screen | 360,000 compounds, 1.2% hits | GDH-TPI coupled enzyme counterscreen, NADH absorbance | inhibition, % at 4.8 µM;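 note: 0% = DMSO wells and 100% = wells lacking the enzyme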
# BioA inh: BioA (M. tuberculosis) enzyme inhibition; AID 602481; inhibition, % at 9.99 µM; purified M. tuberculosis BioA enzyme, plate reader; 360,000 compounds, 0.096% hits; in the data active = inhibition above about 40%; inconclusive = no clear call, values can overlap the other calls
# FadD28 binding: inhibitors of Mycobacterium tuberculosis FadD28 bisubstrate binding | FadD28 bisubstrate probe binding, fluorescence polarization | inhibition, % at 12.5 µM | 360,000 compounds, 0.22% hits | AID 588549; in the data active = inhibition above about 8.5%, passing the limit was not always enough; inconclusive = no clear call, values can overlap the other calls
# FBA Mtb inh: inhibits M. tuberculosis FBA enzyme; purified M. tuberculosis FBA, fluorescence read-out; inhibition, % at 1 µM; 360,000 compounds, 2.3% hits; AID 588726; in the data active = inhibition above about 27%;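 note: 0% = vehicle and 100% = reference inhibitor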
# Target sequence (P9WQA3 whole entry, looked up): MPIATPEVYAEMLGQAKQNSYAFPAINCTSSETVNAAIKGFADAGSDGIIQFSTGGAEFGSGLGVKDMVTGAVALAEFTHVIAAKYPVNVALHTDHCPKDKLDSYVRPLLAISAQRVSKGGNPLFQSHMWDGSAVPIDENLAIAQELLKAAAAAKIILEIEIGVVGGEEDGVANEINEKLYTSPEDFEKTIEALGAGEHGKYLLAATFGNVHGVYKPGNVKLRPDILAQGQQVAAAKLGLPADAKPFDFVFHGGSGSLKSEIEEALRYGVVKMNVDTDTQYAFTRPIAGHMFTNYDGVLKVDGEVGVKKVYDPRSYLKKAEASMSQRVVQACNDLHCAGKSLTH
# CCHF vOTU inh: CCHFV vOTU protease inhibition | Pep-AMC fluorescence | inhibition, % at 11.5 µM | 370,000 compounds, 0.55% hits; note: 0% = vehicle wells with enzyme and 100% = no enzyme wells
# BoNT-A LC inh2: blocks Botulinum neurotoxin A light chain protease. 360,000 compounds, 0.17% hits. AID 588499. multiplex microsphere protease substrate cleavage, flow cytometry. inhibition, % at 10 µM; in the data active = inhibition above about 30%; inconclusive = no clear call, values can overlap the other calls; note: plate controls were buffer without enzyme for full effect and enzyme alone for no effect
# PrPC TRFRET: inhibitors of human cell surface prion protein PrPC | 370,000 compounds, 0.43% hits | inhibition, % at 13.8 µM | AID 720596 | TR-FRET read-out; in the data active = inhibition above about 24%; note: 0% = median of the test wells and 100% = reference compound wells
# The depositor's hits bear a star; u = inconclusive; x = no result given; + = active, no number; & = joins results of further samples. Cut-off read from the data, not from the text of the source, unless noted: active = inhibition above about 30%; inactive = the rest.
Structure	Mtb UGM inh	BoNT-F LC inh	GDH-TPI counter	BioA inh	FadD28 binding	FBA Mtb inh	CCHF vOTU inh	BoNT-A LC inh2	PrPC TRFRET
N#Cc1cc2c(nc1SCC1COc3ccccc3O1)CCC2 (configuration not stated)	1.0	12	9	x	-2.3	4	7	-0.3	2
FC(F)(F)c1cccc(-n2nnnc2C2(N3CCOCC3)CCCCC2)c1	4.2	20	-8	1.8	-0.9	3	15	1.0	4
CCOC(=O)c1[nH]c2ccc(OC)cc2c1NC(=O)CCN1CCSCC1	-0.3	0	5	x	-3.4	71*	-49	0.7	-6
COc1ccc(-c2nnc(SCC(=O)NC(=O)NCc3ccccc3)o2)cc1	1.2	1	-6	x	-4.4	1	1	-0.6	7
CCCn1c(SCC(=O)Nc2cccnc2Cl)n[nH]c1=O	1.3	-5	1	2.6	-2.1	0	12	0.4	1
CCOc1ccc(C(=O)NCc2ccncc2)cc1OCC	-1.9	-6	2	-1.4	0.4	-6	12	0.8	2
Cc1cccc(N2CC(C(=O)Nc3nnc(SCC(=O)Nc4cc(C)on4)s3)CC2=O)c1 (configuration not stated)	x	-3	7	x	-0.4	0	4	0.1	5
COc1ccc(C(C(=O)NC2CCCC2)N(C(=O)CNC(=O)c2ccco2)c2cccnc2)cc1 (configuration not stated)	-2.0	1	-10	-1.8	1.9	-1	2	1.3	-3
Cc1ccnc(NS(=O)(=O)c2ccc(NC(=O)c3ccc(S(=O)(=O)N4CCCC4)cc3)cc2)n1	4.3	0	8	x	-2.9	2	-8	0.7	0
CCOc1ccc2[nH]c3c(NCCc4ccc(OC)c(OC)c4)ncnc3c2c1	1.1	-5	16	x	-0.7	32*	-11	1.4	13
COC(C(=O)Nc1ccnn1C1CCN(Cc2ccc(Cl)s2)CC1)c1ccccc1 (configuration not stated)	-2.4	11	2	-0.8	-1.3	4	10	2.4	-9
O=C(Cc1ccc(S(=O)(=O)N2CCOCC2)s1)Nc1ccccc1N1CCOCC1	-1.6	-7	1	-0.3	0.3	-1	0	0.2	4
Cc1ccc(N(C(C)C(=O)Nc2ccccc2C(=O)N2CCOCC2)S(C)(=O)=O)cc1C (configuration not stated)	1.1	-9	4	-0.1	-1.3	4	3	0.1	-5
Cc1ccccc1NC(=S)N(CCc1c(C)[nH]c2ccc(F)cc12)Cc1ccncc1	2.4	-9	-10	x	-2.8	2	7	-0.5	-1
CCOC(=O)c1cc(OC(=O)c2cccc([N+](=O)[O-])c2)n(-c2ccccc2)n1	-0.1	-3	8	-0.1	0.8	2	-3	u	4
Cc1ccc(-n2c(SCC(=O)c3c(N)n(C4CC4)c(=O)[nH]c3=O)nnc2N2CCOCC2)cc1	x	8	-1	-1.6	-5.3	0	13	3.6	-3
COc1ccc(C(=O)NCC(c2ccc3c(c2)OCO3)N2CCN(c3ccc(OC)cc3)CC2)cc1 (configuration not stated)	0.1	x	9	3.7	-4.0	-1	1	x	-4
CC1CCCC(C)N1S(=O)(=O)c1ccc(S(=O)(=O)NCCc2ccncc2)cc1 (configuration not stated)	0.7	4	-2	2.4	-4.3	-4	-1	0.7	6
COc1ccc(/C=N/N2CCOCC2)cc1COc1ccc(F)cc1	-4.1	-4	0	-3.1	-1.1	-4	1	-1.2	1
COc1ccc(C=O)cc1CN1CCCN(Cc2ccc(Cl)cc2)S1(=O)=O	0.2	9	-1	8.2	0.6	7	-4	0.7	2
COC(=O)c1ccc(N2NC(=O)/C(=C/c3ccc(-c4ccc(Cl)c(C(=O)O)c4)o3)C2=O)cc1	x	-8	5	x	5.4	-7	-4	-1.1	4
CCCCC[n+]1ccn(C2=C([O-])c3ccccc3C(=O)/C2=N\S(=O)(=O)c2ccc(Br)cc2)c1	-0.2	u	-6	-0.4	0.0	-5	7	2.5	-2
Cc1cccc(S(=O)(=O)Nc2ccc(-c3nc4ccc(C)cc4s3)cc2)c1	4.1	-1	24	x	-2.7	+	-20	2.4	-7
Cc1ccc(O)c(-c2cc3ccccc3[nH]2)c1	-2.8	-4	16	2.7	-0.7	52*	-41	0.1	-3
CC1CCN(c2ccc3nnc(CCC(=O)NCc4ccco4)n3n2)CC1	0.5	-6	1	10	-0.7	0	-4	-0.8	1

# Additional compounds follow:
Structure	Mtb UGM inh	BoNT-F LC inh	GDH-TPI counter	BioA inh	FadD28 binding	FBA Mtb inh	CCHF vOTU inh	BoNT-A LC inh2	PrPC TRFRET
CC[C@]12c3[nH]c4ccc(Cl)cc4c3CCN1C(=O)[C@@H](CC(=O)NC/C=C(\C)CCC=C(C)C)C[C@@H]2C(=O)N1CCN(C(=O)c2ccco2)CC1	x	-1	-1	-1.6	-1.6	0	12	-0.4	-2
COc1ccc(NC(=O)C2(C)CCN2Cc2cccc(OC)c2F)cc1OC (configuration not stated)	x	6	1	1.4	-2.6	-1	-9	0.6	-4
COc1ccc(/C=C/C(=O)OCC(=O)NC2CCCCC2C)c(OC)c1 (configuration not stated)	-1.0	-2	11	-0.5	-2.7	2	13	-0.1	-3
Nc1nc(Sc2ccc(C(F)(F)F)cc2[N+](=O)[O-])n[nH]1	1.6	-8	9	0.0	-0.4	0	3	0.1	-6
Cc1ccc(C)c(NC(=O)CN(C)C(=O)c2cccc(S(=O)(=O)N3CCN(Cc4ccccc4)CC3)c2)c1	-2.2	11	1	1.2	-1.9	-1	13	1.9	6
CC[C@H](C)[C@H](NC(N)=O)C(=O)NCCc1ccc(Cl)cc1	1.0	1	-1	0.1	x	6	2	0.2	1
COCC(C)NCc1cccc(C)c1 (configuration not stated)	-4.3	-3	2	-3.3	0.5	-2	-2	-1.1	-2
O=C(NC(Cc1ccc(O)cc1)C(=O)O)c1ccc2c(c1)OCO2 (configuration not stated)	-1.7	-2	12	-6.7	0.4	3	12	-2.0	10
N#Cc1cccc(CSc2nnc(CCCO)n2-c2ccccc2)c1	-0.8	-2	12	2.0	-0.7	-5	-3	-0.6	-1
O=C(CN1CCCCC1)Nc1nc(-c2ccccc2)cs1	-1.2	3	-6	-0.1	-0.7	0	0	-1.7	9
Cc1cccc(C)c1NC(=O)CNC(=O)Cc1ccccc1[N+](=O)[O-]	-2.0	4	-8	1.8	-4.0	-2	1	1.6	-9
CC(C)Oc1cccc(C(=O)NC(=S)Nc2ccc(N3CCN(C)CC3)cc2)c1	0.9	u	5	0.9	-1.8	85*	6	-5.3	4
CC(C)(C)n1nnnc1C(c1cc2cc3c(cc2[nH]c1=O)OCCO3)N1CCSCC1 (configuration not stated)	1.0	-7	12	x	-4.6	34*	-49	-0.4	-4
Cc1ccccc1-c1nc(CN2CCCC2c2ccc(F)cc2)c(C)o1 (configuration not stated)	3.2	-3	-1	0.5	-1.0	1	6	-0.8	4
NC(=O)c1ccccc1NC(=S)NC(=O)CCc1ccccc1	3.8	-7	4	-1.9	0.4	-1	5	-0.8	12
CCOC(=O)c1ccccc1NC(=O)COC(=O)C1CC(=O)N(CCc2ccccc2)C1 (configuration not stated)	4.9	-4	1	x	-2.9	1	3	1.3	1
COC(=O)CCCC1=CC2=C(c3ccccc3)C(=O)C(C)(OC(=O)C3CCCC3)C(=O)C2=CN1CCc1ccccn1 (configuration not stated)	2.8	-8	7	2.3	-0.3	-1	12	-0.7	-22
Cn1c(N)c(C(=O)COC(=O)c2nc(Cl)ccc2Cl)c(=O)n(C)c1=O	0.4	-6	5	-0.6	-2.4	1	-4	-0.7	4
CC(=O)c1ccc(N2CCN(S(=O)(=O)c3c(C(=O)N4CCCCC4)c(C)n(C)c3C)CC2)cc1	-2.1	3	24	13	-0.3	3	10	-1.4	-2
C[C@@H](Nc1nc(-c2ccccc2)nc2c1oc1ccccc12)C(=O)O	1.0	-2	10	0.8	-6.0	0	8	-0.1	3
CCOC(=O)c1cc(C)n(Cc2ccccc2)c1C	0.6	-2	2	-4.0	-0.7	0	3	-0.6	-5
O=C(Nc1cc(C(F)(F)F)ccc1N1CCCC1)c1ccc2c(c1)OCO2	-1.1	-7	8	-1.8	-0.6	-1	10	0.2	0
C=CCn1c(SCC(=O)Nc2ccc3c(c2)OCO3)nnc1-c1ccccc1	-0.2	2	7	3.1	-2.9	4	0	-0.6	22
CCCN1/C(=C(/C#N)C2=NS(=O)(=O)c3ccccc32)N(C)c2ccccc21	1.3	-5	28	-0.9	0.0	0	8	0.4	-8
FC(F)(F)c1nnc2sc(-c3ccco3)nn12	1.7	4	9	-4.2	-0.8	-2	3	1.7	2

# Going on with the list:
Structure	Mtb UGM inh	BoNT-F LC inh	GDH-TPI counter	BioA inh	FadD28 binding	FBA Mtb inh	CCHF vOTU inh	BoNT-A LC inh2	PrPC TRFRET
COC(=O)c1sc(N2C(=O)C(=O)/C(=C(/O)c3ccccc3)C2c2ccco2)nc1C (configuration not stated)	1.7	-1	5	x	-3.6	0	21	0.1	2
Cc1ccc(S(=O)(=O)N(C)C)cc1NC(=S)NNC(=O)C(N)=O	1.2	8	16	x	-0.5	-1	12	1.2	-1
Cc1cccc(N=C2NC(=O)/C(=C/c3cccn3C)S2)c1	1.4	4	0	x	-2.5	-4	-11	0.0	-4
Cc1sc2nc(N3CCOCC3)[nH]c(=O)c2c1-c1ccccc1	-1.4	0	7	x	1.0	1	0	0.6	-3
Cc1ccc(S(=O)(=O)N2CCOCC2)cc1NC(=O)Cn1ccsc1=N	-0.1	5	-8	0.8	-4.0	0	2	-0.2	-7
O=C(CN1CCN(c2ccccc2F)CC1)Nc1ccccc1F	0.9	-9	4	x	-2.0	3	7	-0.1	-4
CSc1ccccc1NC(=O)Cn1c([N+](=O)[O-])cnc1C	1.5	-7	3	x	-4.4	1	-11	-1.1	-5
CC(=O)c1ccc(NC(=O)c2ccc(COc3ccccc3[N+](=O)[O-])o2)cc1	1.7	2	10	-0.2	2.9	5	4	-1.1	13
O=C(/C=C\c1ccccc1[N+](=O)[O-])Nc1ccccc1	0.7	1	-6	x	-5.9	-4	-1	-0.1	-12
O=C(O)/C=C1\CCCc2ccccc2C1O (configuration not stated)	-1.7	1	-3	-0.1	0.1	6	-2&8	-0.1	3&-1
CC(NC(=O)c1ccc2c(=O)n3c(nc2c1)CCC3)c1ccc(S(N)(=O)=O)cc1 (configuration not stated)	-0.2	-1	9	x	-2.9	0	1	0.2	2
COC(=O)c1cc(OC)c(OC)cc1NC(=O)CSc1ccc(C)cc1	-1.1	-8	4	-0.7	-3.0	0	17	-4.7	-9
CC(Oc1ccc(C#N)cc1)C(=O)Nc1ccc(-n2cnnn2)cc1 (configuration not stated)	x	-3	-3	0.3	-2.9	-1	28	2.3	-2
Cc1ccccc1Nc1nc2ccccc2s1	-0.6	-15	4	0.0	-7.0	0	-15	-1.5	9
Cc1cc(C)c(S(=O)(=O)NCC(c2ccc3c(c2)OCO3)N2CCOCC2)c(C)c1 (configuration not stated)	x	-7	-10	0.5	-0.9	-2	-11	-1.7	1
Cc1nc(NC(=O)CSc2nc(N)cc(N)n2)sc1C	-0.1	-4	-5	-0.5	-0.3	-1	-11	-0.6	-1
C=CCSC1=C(C#N)C(c2ccc(OCC)cc2)CC(=O)N1 (configuration not stated)	-1.3	-9	9	1.1	-1.1	-2	-3	-0.3	-1
O=C1c2ccccc2C2NC(=O)C3(CCCCC3)N12 (configuration not stated)	1.1	-13	-5	-0.1	-2.7	1	-3	-1.7	-6
Cc1c(C)n(CC(O)CNCCO)c2ccccc12 (configuration not stated)	0.7	-6	5	x	0.4	4	-7	0.7	3

# Reformatted as labelled records: part of the list above.
Molecule: COC(=O)c1cc(OC)c(OC)cc1NC(=O)CSc1ccc(C)cc1
  Mtb UGM inh: -1.1	BoNT-F LC inh: -8	GDH-TPI counter: 4	BioA inh: -0.7	FadD28 binding: -3.0	FBA Mtb inh: 0	CCHF vOTU inh: 17	BoNT-A LC inh2: -4.7	PrPC TRFRET: -9

Molecule: CC(Oc1ccc(C#N)cc1)C(=O)Nc1ccc(-n2cnnn2)cc1 (configuration not stated)
  Mtb UGM inh: x	BoNT-F LC inh: -3	GDH-TPI counter: -3	BioA inh: 0.3	FadD28 binding: -2.9	FBA Mtb inh: -1	CCHF vOTU inh: 28	BoNT-A LC inh2: 2.3	PrPC TRFRET: -2

Molecule: Cc1ccccc1Nc1nc2ccccc2s1
  Mtb UGM inh: -0.6	BoNT-F LC inh: -15	GDH-TPI counter: 4	BioA inh: 0.0	FadD28 binding: -7.0	FBA Mtb inh: 0	CCHF vOTU inh: -15	BoNT-A LC inh2: -1.5	PrPC TRFRET: 9
